# AI-2 QS mod = modulates the Vibrio harveyi AI-2 quorum sensing system; activity change, % at 7.5 µM; actives 0.4% (n = 300,000); Vibrio harveyi JMH597 AI-2 luminescence/OD600 ratio, 9 h; hits give low values; strain lacks LuxN and CqsS sensors; 0 = neutral-control median; in the data active means activity change below about -75%, passing the limit was not always enough;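 further: luminescence divided by OD600 gain over 9 h not by final OD600 alone; inactives centre near 13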
# PolyA inh = yeast polyadenylation inhibition; calls only at 12 µM; S. cerevisiae SKY197-pL101 polyadenylation reporter, beta-gal luminescence; efflux-impaired pdr1/pdr3 knockout yeast; score 100 = 6 SD above DMSO; actives 0.02% (n = 300,000);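 active means lowest replicate activity score at least 50, where 100 means six control SD above control mean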;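 further: yeast exposed to compound for 9 h at 30 °C; higher score means more reporter readthrough which indicates perturbed polyadenylation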
# TRPC6 act = activates the mouse TRPC6 cation channel. B-score at 10 µM. HEK293-TRPC6 membrane potential dye fluorescence; hits give high values. actives 0.13% (n = 310,000);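 active means B-score of the integrated fluorescence ratio above library mean plus 3 SD, and starting fluorescence ratio within library mean plus 5 SD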;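 further: higher score means more depolarization so channel activation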
# HIF activator = HIF pathway transcriptional activation. U2OS HRE-luciferase reporter, luminescence; normalized: DMSO 0%, desferrioxamine 100%. activation, % at 7.5 µM (by protocol). actives 0.32% (n = 300,000);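 active means mean activation of at least 10% of the iron chelator positive control signal, with at least half of replicates also reaching 10%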
# MrgX1 ag = activates human MrgX1 receptor signaling; B-score at 10 µM; actives 0.44% (n = 310,000); MrgX1-HEK293 cells, Fluo-4 calcium fluorescence, agonist mode; hits give high values;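 active means calcium response B-score plate-corrected fluorescence ratio at least 3 library SD, with starting fluorescence B-score inside 5 SD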
#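 Assay system: MrgX1-expressing HEK293 cells / Amount: fifteen thousand cells per well / Doses: test compound in the initial addition of three / Timing: cells plated overnight, dye loaded 0.5 h 37 °C, 0.5 h room temperature / Technique: kinetic calcium dye fluorescence, Fluo-4 NW / Control set: positive and negative controls per plate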
# TRPC4 agonist = TRPC4 (mouse) channel activation; AID 2237; Q9QUQ5; actives 0.49% (n = 310,000); HEK293 TRPC4beta/mu-opioid, Fluo4 calcium fluorescence; hits give high values; B-score at 10 µM;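 active means B-score above 5 SD of library B-scores, and initial fluorescence ratio not above library mean plus 5 SD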;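 further: positive B-score marks a calcium rise read as TRPC4 activation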
# Target sequence (Q9QUQ5 whole entry, looked up): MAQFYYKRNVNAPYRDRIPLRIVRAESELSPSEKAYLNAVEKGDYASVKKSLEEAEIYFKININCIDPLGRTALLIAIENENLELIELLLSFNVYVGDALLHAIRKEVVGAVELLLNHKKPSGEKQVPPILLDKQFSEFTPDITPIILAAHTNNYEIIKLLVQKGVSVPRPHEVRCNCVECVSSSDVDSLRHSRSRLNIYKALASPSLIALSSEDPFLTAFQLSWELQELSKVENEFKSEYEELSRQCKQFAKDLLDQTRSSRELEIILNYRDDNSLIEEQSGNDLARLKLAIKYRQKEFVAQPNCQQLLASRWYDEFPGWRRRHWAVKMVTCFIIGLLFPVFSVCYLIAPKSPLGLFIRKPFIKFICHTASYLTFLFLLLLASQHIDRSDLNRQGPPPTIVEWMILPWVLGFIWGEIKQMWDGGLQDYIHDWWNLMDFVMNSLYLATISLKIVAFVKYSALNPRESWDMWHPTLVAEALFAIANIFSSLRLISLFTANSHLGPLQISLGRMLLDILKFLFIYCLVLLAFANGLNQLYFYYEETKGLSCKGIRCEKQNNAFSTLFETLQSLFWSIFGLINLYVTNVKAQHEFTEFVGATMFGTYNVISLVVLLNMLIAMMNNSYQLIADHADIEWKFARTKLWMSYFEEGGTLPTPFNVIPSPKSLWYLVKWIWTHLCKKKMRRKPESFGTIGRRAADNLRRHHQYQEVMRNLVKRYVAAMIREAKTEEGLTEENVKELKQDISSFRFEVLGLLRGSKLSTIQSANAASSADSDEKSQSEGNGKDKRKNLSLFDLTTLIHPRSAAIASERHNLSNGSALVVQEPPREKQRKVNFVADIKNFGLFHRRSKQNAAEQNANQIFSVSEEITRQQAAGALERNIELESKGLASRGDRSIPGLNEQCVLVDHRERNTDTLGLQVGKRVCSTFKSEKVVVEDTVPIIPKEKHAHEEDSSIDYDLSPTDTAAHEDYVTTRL
#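 System: HEK293 cells stably co-expressing mouse TRPC4beta and mu-opioid receptor; Schedule: Fluo4 dye loading 45 min at room temperature, 110 s recording; Detection: Fluo4 fluorescence, kinetic; Evaluation: B-scored integrated calcium fluorescence ratio; Controls: buffer (low) and maximal DAMGO (high).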
# MrgX1 allo act = allosterically activates human MrgX1 receptor signaling; actives 0.63% (n = 310,000); Q96LB2; MrgX1-HEK293, Fluo-4 calcium flux, FDSS; hits give high values; B-score at 10 µM;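 active means plate-corrected calcium response at least 3 library SD above typical, normal starting fluorescence, not activating the receptor alone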;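 further: compound read alongside a low EC10 to EC30 dose of BAM8-22 agonist; peak minus trough fluorescence over baseline measured at the second addition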
# MrgX1 antagonist = antagonists of human MrgX1 receptor; Q96LB2; MRGX1-HEK293 calcium flux, Fluo-4, BAM8-22 antagonism; hits give low values; B-score at 10 µM; actives 1.3% (n = 310,000); AID 588676;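 active means calcium-response B-score plate-corrected more than 3 library SD below zero, starting fluorescence within 5 deviations, no agonist response on first addition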;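 further: peak minus trough fluorescence over baseline after final BAM8-22 challenge near maximal dose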
# TRPC4 block = TRPC4 (mouse) channel inhibition | actives 0.39% (n = 300,000) | HEK293 TRPC4beta/mu-opioid, DAMGO-evoked Fluo4 calcium flux; hits give low values | B-score at 10 µM | Q9QUQ5;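 active means B-score over 3 SD under the library average, no early fluorescence shift, positive overall ratio signal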
#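 Assay system: TRPC4beta/mu-opioid receptor HEK293 cell line; compound dosing: single concentration per test compound; detection: Fluo4 Ca2+ flux fluorescence; evaluation: per-well B score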
# TRPC6 inhibitor = mouse TRPC6 channel inhibition; Q61143; HEK293-TRPC6, membrane potential dye, ACh-evoked depolarization; hits give low values; B-score at 10 µM; actives 1.1% (n = 310,000); AID 2553;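 active means B-score under library mean minus 3 SD, initial fluorescence not abnormally high, positive integrated signal ratio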;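 further: B-score derived from integrated fluorescence ratio over the kinetic read; more negative B-score means stronger inhibition of depolarization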
# TRPC4 PAM = allosteric potentiators of mouse TRPC4 channel | Q9QUQ5 | HEK293 TRPC4beta/mu-opioid, DAMGO EC20, Fluo-4 Ca2+ flux; hits give high values | B-score at 10 µM | actives 0.42% (n = 310,000) | AID 2227;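 active means B-score of calcium response area above 5 SD of library B-scores, with initial fluorescence ratio within 5 SD of library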;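 further: B-score of integrated fluorescence ratio over time as area under calcium response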
# * = called active by the depositor; i = inactive; / = no result given. Not all compounds are listed; the hit share may differ from the screen's.
SMILES,AI-2 QS mod,PolyA inh,TRPC6 act,HIF activator,MrgX1 ag,TRPC4 agonist,MrgX1 allo act,MrgX1 antagonist,TRPC4 block,TRPC6 inhibitor,TRPC4 PAM
CCOC(=O)c1nnn(-c2nn3nnnc3c3ccccc23)c1C,19.3,i,i,-0.9,i,i,i,i,i,i,i
COc1ccc(Cl)cc1NC(=O)NC(C)c1ccncc1 (configuration not stated),1.6,i,i,-0.7,i,i,i,i,i,i,i
COc1cc(NC(=S)N2CCCC(C)C2)c(OC)cc1Cl (configuration not stated),9.4,i,i,1.3,i,i,i,i,i,i,i
Cc1cc(NC(=O)CSc2ccc3nnc(-c4ccccn4)n3n2)no1,13.1,i,i,-0.3,i,i,i,i,i,i,i
COC(=O)c1ccc(COc2ccccc2/C=C(\C#N)C(=O)Nc2c(C)cccc2C)cc1,13.7,i,i,1.9,i,i,i,i,i,i,i
COc1ccc(N2CCN(Cc3nc4c(c(=O)n(C)c(=O)n4C)n3CC(C)=O)CC2)cc1,13.2,i,i,-1.0,i,i,i,i,/,i,i
O=C(COc1ccc2c(c1)CCC2)Nc1ccccn1,41.3,i,i,-3.0,i,i,i,i,i,i,i
COc1cccc(C(=O)NCC(=O)N/N=C/c2ccc3c(c2)OCO3)c1,-11.8,i,i,-9.6,i,i,i,i,i,i,i
Cn1c(SCC(=O)Nc2ccc(Br)cc2F)nnc1-c1ccco1,41.1,i,i,-37.7,i,i,i,i,i,i,i
COc1cc(OC)c(S(=O)(=O)Nc2ccc(C)cn2)cc1NC(C)=O,12.8,i,i,-0.1,i,i,i,i,i,i,i
COc1ccccc1C1CCN(Cc2cccc3ccccc23)CC1,9.1,i,i,0.3,i,i,i,i,i,i,i
C/C(=N\NC(=O)c1ccco1)c1ccc(NC(=O)c2cccs2)cc1,19.7,i,i,1.3,i,i,i,i,i,i,i
CNC(=S)NNC(=O)c1ccc(=O)n(Cc2cccc(C(F)(F)F)c2)c1,12.6,i,i,-0.3,i,i,i,i,i,i,i
CCOC(=O)C1CCN(C(=O)c2cc3c(=O)n4ccccc4nc3s2)CC1,18.9,i,i,0.8,i,i,i,i,i,i,i
C=CCn1c(Cc2c(C)[nH]c3ccccc23)nnc1SCC(=O)NCc1ccc(F)cc1,9.1,i,i,0.2,i,i,i,i,i,i,i
CC(C)CN1C(Nc2ccccc2)=NC[C@@H]1C,15.1,i,i,-0.2,i,i,i,i,i,i,i
CCC(=O)Nc1ccccc1Sc1ncnc2scc(-c3ccccc3)c12,-1.0,i,i,0.2,i,i,i,i,i,i,i
COc1cc(=O)[nH]c(SC(C)C(=O)Nc2ccc3ccccc3c2)n1 (configuration not stated),13.8,i,i,-0.5,i,i,i,i,i,i,i
Cc1nn(CC(=O)NC(C)c2ccccc2)c(C)c1[N+](=O)[O-] (configuration not stated),22.2,i,i,0.0,i,i,i,i,i,i,i
COc1ccc(CN(Cc2cccn2C)C(=O)c2cc3cc(OC)ccc3[nH]2)cc1,24.8,i,i,-2.0,i,i,i,i,i,i,i
CC(=O)Nc1ccc2nsnc2c1,9.4,i,i,-0.2,i,i,i,i,i,i,i
CCCc1ccc(C(=O)NNC(=O)c2ccc(Cl)cc2)cc1,20.9,i,i,0.2,i,i,i,i,i,i,i
CCCCCCSc1nnc2[nH]c(=O)cc(N)n12,1.6,i,i,0.4,i,i,i,i,i,i,i
CCCCNC(=O)C1Cc2cc(S(=O)(=O)N3CCCC3)ccc2N1C(C)=O (configuration not stated),14.0,i,i,-0.7,i,i,i,i,i,i,i

# One compound at a time, as listed above:
# COc1cc(OC)c(S(=O)(=O)Nc2ccc(C)cn2)cc1NC(C)=O is entered as AI-2 QS mod = 12.8; PolyA inh = i; TRPC6 act = i; HIF activator = -0.1; MrgX1 ag = i; TRPC4 agonist = i; MrgX1 allo act = i; MrgX1 antagonist = i; TRPC4 block = i; TRPC6 inhibitor = i; TRPC4 PAM = i
# CNC(=S)NNC(=O)c1ccc(=O)n(Cc2cccc(C(F)(F)F)c2)c1 is entered as AI-2 QS mod = 12.6; PolyA inh = i; TRPC6 act = i; HIF activator = -0.3; MrgX1 ag = i; TRPC4 agonist = i; MrgX1 allo act = i; MrgX1 antagonist = i; TRPC4 block = i; TRPC6 inhibitor = i; TRPC4 PAM = i

# (continued)
SMILES,AI-2 QS mod,PolyA inh,TRPC6 act,HIF activator,MrgX1 ag,TRPC4 agonist,MrgX1 allo act,MrgX1 antagonist,TRPC4 block,TRPC6 inhibitor,TRPC4 PAM
O=Nc1c(O)[nH]c2ccc(Cl)cc12,-2.7,i,i,0.0,i,i,i,i,i,i,i
CC1CCCN(CC(O)COc2ccc3c(c2)OCO3)C1 (configuration not stated),6.8,i,i,0.2,i,i,i,i,i,i,i
COc1cccc(C2=CC(=O)CC(c3ccco3)C2)c1 (configuration not stated),-2.8,i,i,-0.6,i,i,i,i,i,i,i
Cc1cccn2c(=O)c3cc(C(=O)NCCCOC(C)C)sc3nc12,14.0,i,i,-0.2,i,i,i,i,i,i,i
CC(C)CC(NC(N)=O)C(=O)NCCc1ccc(Cl)cc1Cl (configuration not stated),10.1,i,i,-0.4,i,i,i,i,i,i,i
C(=C1/CCCC2=C1Nc1ncnn1C2c1ccccc1)/c1ccccc1 (configuration not stated),7.6,i,i,2.2,i,i,7.28*,-4.99*,i,i,i
CCOC(=O)N1CCN(C(=O)CSc2ncccn2)CC1,8.3,i,i,0.0,i,i,i,i,i,i,i
CC(C)CN(C(=O)CN1CCc2ccccc21)c1c(N)n(CC(C)C)c(=O)[nH]c1=O,16.4,i,i,1.7,i,i,i,i,i,i,i
CCNc1nc(NCC)n2c(SC(C(=O)Nc3cc(C)ccc3OC)c3ccccc3)nnc2n1 (configuration not stated),5.2,i,i,0.0,i,i,i,i,i,i,i
CCOC(=O)c1nnn(CC(=O)NC(=O)Nc2cccc(CC)c2)c1C(=O)OCC,22.5,i,i,/,i,i,i,i,i,i,i
CC(O)CNCCCCOc1ccc(OCc2ccccc2)cc1 (configuration not stated),14.9,i,i,1.8,i,i,i,i,i,i,i
O=C(COc1cccc2ccccc12)N/N=C/c1ccc(Sc2nc3ccccc3s2)o1,37.3,i,i,-0.5,i,i,i,i,i,i,i
CCn1nc(C(=O)OCC(=O)Nc2nc(-c3ccc(OC)cc3)cs2)c2ccccc2c1=O,6.1,i,i,1.3,i,i,i,i,i,i,i
COc1ccc(CCNC(=O)C(=O)NCc2ccc(C(C)C)cc2)cc1OC,8.7,i,i,-0.1,i,i,i,i,i,i,i
CCc1ccc(C2=Nn3c(nnc3-c3cccs3)SC2)cc1,-2.5,i,i,0.7,i,i,i,i,i,i,i
CCc1cccc(OCC(=O)Nc2ccc(C(=O)O)cc2NC(=O)COc2cccc(CC)c2)c1,-2.4,i,i,-0.3,i,i,i,i,-8*,i,i
COCCNC(=O)/C(C#N)=C/C=C/c1ccccc1[N+](=O)[O-],12.3,i,i,0.6,i,i,i,i,i,i,i
Cc1onc(-c2ccccc2)c1C(=O)N/N=C/c1cc(Br)c(O)c(Br)c1,17.6,i,i,-9.2,/,i,/,/,i,i,i
O=C(c1c(Cl)cccc1Cl)N1CCN(c2ccccn2)CC1,36.3,i,i,-0.2,i,i,i,i,i,i,i
O=C(Oc1ccc(N(Cc2cccs2)C2=NS(=O)(=O)c3ccccc32)cc1)c1ccc(Cl)cc1,11.2,i,i,-2.3,i,i,i,i,i,i,i
O=C(NCc1ccc(F)cc1)C1CCN(S(=O)(=O)N2CCCCC2)CC1,21.0,i,i,-0.5,i,i,i,i,i,i,i
C[C@@H]1CC=C[C@H]2[C@H]1C(=O)N(Cc1ccccc1)[C@H]2c1cccc([N+](=O)[O-])c1,12.4,i,i,-0.8,i,i,i,i,i,i,i
CC1CCCCN1c1nnc(NC(=O)Cn2c(=O)oc3ccccc32)s1 (configuration not stated),2.3,i,i,-0.2,i,i,i,i,i,i,i
O=C(CCN1CCN(Cc2ccccc2)CC1)Nc1cccc(Cl)c1,-3.2,i,i,-0.4,i,i,i,i,i,i,i
O=C(c1cccc(F)c1)N1CCN(C(=O)c2nn3cccnc3c2Cl)CC1,25.1,i,i,0.0,i,i,i,i,i,i,i
Clc1ccc2c(c1)C1OCCC1C(c1ccco1)N2 (configuration not stated),14.7,i,i,1.4,i,i,i,i,i,i,i
CCc1nn(C(C)C(=O)N2CC(C)CC(C)C2)c(=O)c2cc3occc3n12 (configuration not stated),7.3,i,i,-1.1,i,i,i,i,i,i,i
CS(=O)(=O)Nc1cccc(S(=O)(=O)N2CCN(C(=O)c3ccccc3)CC2)c1,16.6,i,i,-0.5,i,i,i,i,i,i,i
CCc1sc(C(=O)N2CCc3ccccc32)cc1C,14.0,i,i,1.0,i,i,i,i,i,i,i
O=C(CNC(=O)c1ccccc1F)Nc1ccccc1C(F)(F)F,13.1,i,i,-0.3,i,i,i,i,i,i,i
CC(=O)Nc1sc(C)c(C)c1C(=O)OCC(=O)N(CC(C)C)C1CCS(=O)(=O)C1 (configuration not stated),25.6,i,i,-0.6,i,i,i,i,i,i,i
COc1ccc(C(=O)OCC(=O)NCc2ccco2)cc1S(=O)(=O)N1CCN(c2cccc(Cl)c2)CC1,20.8,i,i,-0.1,i,i,i,i,i,i,i
CSc1nsc(SCC(=O)N2CCCc3ccccc32)n1,17.2,i,i,-0.5,i,i,i,i,i,i,i
Cc1[nH]c(C)c(S(=O)(=O)N2CCN(c3cccc(Cl)c3)CC2)c1C(=O)N1CCCCC1,12.6,i,i,-0.8,i,i,i,i,i,i,i
Cc1[nH]nc2c1C(Cc1ccccc1)C(C#N)=C(N)O2 (configuration not stated),0.3,i,i,-1.3,i,i,i,i,i,i,i
CCOc1ccc(N2CC(C(=O)Nc3ccc(S(=O)(=O)Nc4nccs4)cc3)CC2=O)cc1 (configuration not stated),17.5,i,i,0.5,i,i,i,i,i,i,i
COc1ccc(CCNC(=O)COC(=O)Cc2ccc(OC)cc2)cc1,6.8,i,i,-0.2,i,i,i,i,i,i,i
O=C(Cc1ccc([N+](=O)[O-])cc1)Nc1ccc2c(c1)CCC2,-2.5,i,i,2.2,i,i,i,i,i,-5.21*,i
CC(NC(=O)CCCCCN1C(=O)c2ccccc2C1=O)c1ccc2c(c1)CCCC2 (configuration not stated),21.8,i,i,/,i,i,i,i,i,i,i

# High-throughput results: PubChem BioAssay, several laboratories
